Screening data as filed in PubChem BioAssay.
Wnt act = Wnt/beta-catenin pathway activation | Wnt/beta-catenin reporter cell assay, activator, plate reader | activation, % at 9.35 µM | AID 743398 | 300,000 compounds, 1.2% hits; in the data active = activation above about 30%, passing the limit was not always enough;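 also: 0% = neutral control wells and 100% = positive control wells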
Active calls of the source: *. Some of the compounds tested; count on the stated rates, not on these rows.

What do the screens show for `Cc1ccc(S(=O)(=O)N2CCCCC2)cc1NC(=O)c1ccco1`?
Wnt act: -2

What do the screens show for `C[C@H]1CN([C@@H](C)CO)S(=O)(=O)c2ccc(Br)cc2O[C@@H]1CN(C)S(=O)(=O)c1ccccc1`?
Wnt act: -2

How did CC1(C)CC(=O)C=C(C2CC2)C1=O do in these assays?
Wnt act: -3

Results for C[C@H](CO)N1C[C@H](C)[C@H](CN(C)C(=O)Nc2cccc(F)c2)Oc2cc(Br)ccc2S1(=O)=O ?
Wnt act: -2

What do the screens show for `CCCCOCCCNC(=O)C[C@@H]1C[C@@]2(C(=O)OC)CC(C)(C)CC=C2N(Cc2cccc3ccccc23)C1=O`?
Wnt act: 0

How did OCC1SC(O)C(O)C(O)C1O (centres undefined) do in these assays?
Wnt act: -2

What do the screens show for `COc1cc(Cl)ccc1OCc1cc(C(=O)N2CCN(C3CCCCC3)CC2)no1`?
Wnt act: 6

Results for NC(Cc1ccc(C(F)(F)F)cc1)c1csc(Nc2cc(Oc3ccccc3)ncn2)n1 (centres undefined) ?
Wnt act: -26

What do the screens show for `COC(=O)/C(C#N)=C/c1c(Oc2cc(C)cc(C)c2)nc2ccccn2c1=O`?
Wnt act: -2

What do the screens show for `COc1ccc(-c2cc(NC=O)c3ncc(-c4cccc(C(=O)NCCN(C)C)c4)n3c2)cc1`?
Wnt act: -2

3 records drawn at random from those above:
What do the screens show for `Cc1ccc(S(=O)(=O)N2CCCCC2)cc1NC(=O)c1ccco1`?
Wnt act: -2

How did OCC1SC(O)C(O)C(O)C1O (centres undefined) do in these assays?
Wnt act: -2

What do the screens show for `COc1cc(Cl)ccc1OCc1cc(C(=O)N2CCN(C3CCCCC3)CC2)no1`?
Wnt act: 6

Continuation:
What do the screens show for `CC(C)C1C(=O)N(Cc2cn(CCC3OCCCO3)nn2)CCS(=O)(=O)N1Cc1ccc(-c2cccc(N(C)C)c2)cc1` (centres undefined)?
Wnt act: -3

What do the screens show for `O=C(CCc1ccc(O)cc1)NN=Cc1cc(Br)ccc1O`?
Wnt act: -3

Results for O=C(NC(c1ccc(F)cc1)c1ccc2ccccc2n1)C1CCN(Cc2ccc3ccccc3n2)CC1 (centres undefined) ?
Wnt act: -2

How did CC1(c2nc3ccccc3[nH]2)CCC2=Nc3ccccc3CN21 (centres undefined) do in these assays?
Wnt act: -2

Results for O=C(NC(c1ccc(Cl)cc1)c1ccsc1)C1CCN(Cc2cccc(Cl)c2)CC1 (centres undefined) ?
Wnt act: -4

What do the screens show for `CCN1CCCC1CNC(=O)c1cc(N)ccc1OC` (centres undefined)?
Wnt act: 2

What do the screens show for `CC(C)NC(=O)C1(C)CSCC(=O)N1C1CC1` (centres undefined)?
Wnt act: 1

How did COc1ccc(OC)c(S(=O)(=O)Nc2cccc3c(O)cccc23)c1 do in these assays?
Wnt act: -1

Results for COC(=O)[C@]12CCCCC=C1N(CCC1=CCCCC1)C(=O)[C@H](CC(=O)N1CCN(C(=O)C3CC3)CC1)C2 ?
Wnt act: 3

What do the screens show for `CCN(CC)C(=O)C1=C(C)N(Cc2ccccc2)C(=O)C(CC(=O)NC2CC2)C1` (centres undefined)?
Wnt act: -1

How did O=C(/C=C/[C@H]1O[C@@H](n2ccc(=O)[nH]c2=O)[C@H](O)[C@@H]1O)NCCN1CCCCC1 do in these assays?
Wnt act: -1

How did Cc1ccc(S(=O)(=O)N2CCCc3ccccc32)cc1 do in these assays?
Wnt act: -1

Results for C[C@@H]1CN([C@H](C)CO)C(=O)c2c(c3ccccc3n2C)-c2ccccc2CO[C@H]1CN(C)Cc1ccc(-c2ccccc2)cc1 ?
Wnt act: -6

What do the screens show for `COc1ccc(C(=O)C(=NN)c2ccccc2)cc1`?
Wnt act: -2

How did CCOc1ccc(-c2cc(C(=O)NCc3cc(C(F)(F)F)cc(C(F)(F)F)c3)[nH]n2)c(C)c1 do in these assays?
Wnt act: -4

Results for CCCOc1ccc(F)cc1-c1cc(C(=O)Nc2ccc(C(C)C)cc2)[nH]n1 ?
Wnt act: -4

Results for CCCCNC(=O)C[C@@H]1C[C@@]2(C(=O)OCC)CCCC=C2N(CCc2ccc(OC)c(OC)c2)C1=O ?
Wnt act: -1

Results for NC(Cc1ccccc1)c1csc(Nc2cc(Oc3ccccc3)ncn2)n1 (centres undefined) ?
Wnt act: -2

What do the screens show for `COCCNC(=O)C1(C)CCCN(Cc2cc(-c3ccccc3)n(C)n2)C1` (centres undefined)?
Wnt act: 0

How did CCc1nc2ccc(C(=O)NCc3cccs3)cn2c1N(CC)CCOC do in these assays?
Wnt act: 1

What do the screens show for `Cn1nc(C(C)(C)C)cc1NC(=O)C1(C)CCN1C(=O)C1(c2ccccc2)CC1` (centres undefined)?
Wnt act: -4

How did C=C[C@@H](c1ccccc1)[C@](C)(O)C(=O)O do in these assays?
Wnt act: -3

Results for CCCCNC(=O)c1nc(-c2ccncc2)oc1-c1ccccc1 ?
Wnt act: 29

What do the screens show for `COc1ccc(-c2ncn(CCc3ccccc3OC)c2C(C)C)cc1`?
Wnt act: -2

What do the screens show for `COc1cc(NC(C)CCCN)c2nc(C)ccc2c1Oc1ccc(F)cc1` (centres undefined)?
Wnt act: -3

Results for CCCN1CCC(C)(C(=O)Nc2ccccc2Oc2ccccc2)C1 (centres undefined) ?
Wnt act: -1

How did Cc1cc(C)cc(C(O)c2ncc(-c3ccccc3Cl)[nH]2)c1 (centres undefined) do in these assays?
Wnt act: -1

How did Nc1c(C(=O)c2ccccc2O)cnn1-c1ccc(S(=O)(=O)N2CCOCC2)cc1[N+](=O)[O-] do in these assays?
Wnt act: -1

What do the screens show for `COc1ccc(N2c3ccccc3CN(Cc3ccccc3)[C@@H](C)[C@H]2Cc2cccnc2)cc1`?
Wnt act: -2

How did CCc1ccc2c(c1)NC(=O)C2(C)Cc1ccccc1OC (centres undefined) do in these assays?
Wnt act: -2

Next section, starting with the last 4 of the part before.
How did Cc1cc(C)cc(C(O)c2ncc(-c3ccccc3Cl)[nH]2)c1 (centres undefined) do in these assays?
Wnt act: -1

How did Nc1c(C(=O)c2ccccc2O)cnn1-c1ccc(S(=O)(=O)N2CCOCC2)cc1[N+](=O)[O-] do in these assays?
Wnt act: -1

What do the screens show for `COc1ccc(N2c3ccccc3CN(Cc3ccccc3)[C@@H](C)[C@H]2Cc2cccnc2)cc1`?
Wnt act: -2

How did CCc1ccc2c(c1)NC(=O)C2(C)Cc1ccccc1OC (centres undefined) do in these assays?
Wnt act: -2

What do the screens show for `CC1(C(=O)Nc2ccc(F)c(Cl)c2)Cc2c(-c3ccccc3)ccnc2O1` (centres undefined)?
Wnt act: 0

How did Fc1ccc(-c2nc3c4ccccc4ccn3c2Cc2cccc(F)c2)cc1 do in these assays?
Wnt act: 1

How did CCOC(=O)C1(C)CCCN(C(=O)c2cccs2)C1 (centres undefined) do in these assays?
Wnt act: -2

Results for CCC(CO)Nc1ccn2nc(-c3cccc(Cl)c3)cc2n1 (centres undefined) ?
Wnt act: 4

Results for CC1OC2CC(=O)OC2C2=C1C(=O)c1c(O)cccc1C2=O (centres undefined) ?
Wnt act: -3

Results for CCOC(=O)N1CCN(C(=O)C[C@@H]2C[C@@]3(C(=O)OCC)CCCC=C3N(Cc3ccco3)C2=O)CC1 ?
Wnt act: 2

How did CC1(C)CC(=O)C=C(c2ccc(COC(=O)c3ccccc3)cc2)C1=O do in these assays?
Wnt act: 2

How did O=C(Nc1ccc(-c2nc3ccccc3[nH]2)cc1)C1CCCN(Cc2ccn[nH]2)C1 (centres undefined) do in these assays?
Wnt act: 0

How did Cn1c(=O)c2cc(NC(=S)NCc3ccccc3F)ccc2n1Cc1ccccc1 do in these assays?
Wnt act: 1

What do the screens show for `O=C(Nc1ccccc1)c1ccccc1NC(=O)c1ccccc1C(=O)O`?
Wnt act: 26

What do the screens show for `COc1ccc(OC)c(CN2C(=O)c3ccccc3C2c2nnnn2Cc2ccccc2)c1` (centres undefined)?
Wnt act: -1

How did Cc1ccc(C(=O)N2O[C@]34C=C[C@]25C[C@@H](O)CC[C@]5(C)C3CC[C@]2(C)[C@@H]([C@H](C)/C=C/[C@H](C)C(C)C)CC[C@H]24)cc1 (some centres undefined) do in these assays?
Wnt act: 0

What do the screens show for `CCOC(=O)[C@]12CCCC=C1N(Cc1cccc3ccccc13)C(=O)[C@H](CC(=O)N1CCCC1)C2`?
Wnt act: -2

What do the screens show for `COc1ccc(C)cc1Nc1n[n+](-c2ccccc2)c(-c2c(Cl)cccc2Cl)s1`?
Wnt act: -13

How did CCCNC(=O)C1(C)CCN(C(=O)c2ccc3c(c2)CCO3)C1 (centres undefined) do in these assays?
Wnt act: -3

Results for COCOCCn1cc(CN2CCS(=O)(=O)N(Cc3ccc(-c4cccc(CO)c4)cc3)C(CC(C)C)C2=O)nn1 (centres undefined) ?
Wnt act: -3

What do the screens show for `CCc1nc2ccc(C(=O)N3CCCCC3)cn2c1N(C)CCCc1ccccc1`?
Wnt act: -1

Results for CSc1ccc(Cn2c(C)c(C(=O)NCc3cccc(C)c3)sc2=O)cc1 ?
Wnt act: -3

Results for COc1ccc(CNC(=O)c2sc(=O)n(Cc3ccc(-c4ccccc4)cc3)c2C)cc1OC ?
Wnt act: -7

What do the screens show for `C[C@@H]1CN([C@H](C)CO)C(=O)CCCn2nncc2CO[C@@H]1CN(C)C(=O)Cc1ccccc1`?
Wnt act: -1

What do the screens show for `O=S(=O)(c1cccnc1)N1CCCC(Nc2ccc(F)c(F)c2)C1` (centres undefined)?
Wnt act: 3

What do the screens show for `Cc1ccc(S(=O)(=O)NN=C2CC(C)(C)OC2(C)C)cc1`?
Wnt act: -1

What do the screens show for `COc1cccc(-c2cnc(C(O)c3ccccc3)[nH]2)c1` (centres undefined)?
Wnt act: 0

Results for COc1ccc(NC(=O)c2cc(C3CCCCN3C(=O)Cc3ccc(N(C)C)cc3)on2)c(C)c1 (centres undefined) ?
Wnt act: -4

Results for CC(=O)Nc1nc2[nH]ccc2c(=O)[nH]1 ?
Wnt act: -3

How did CCOC(=O)N(C)c1c(CC)nc2c(OCc3cccc(Cl)c3)cccn12 do in these assays?
Wnt act: -1

What do the screens show for `CCOC(=O)[C@]12CCCC=C1N(CCC1=CCCCC1)C(=O)[C@H](CC(=O)NCCc1ccccc1OC)C2`?
Wnt act: -4

Results for O=Nc1c(O)cc(O)c2ccccc12 ?
Wnt act: 1

What do the screens show for `Cn1c(=O)c2cc(NC(=O)CCc3cccnc3)ccc2n1Cc1cccc(C(F)(F)F)c1`?
Wnt act: -2

What do the screens show for `Cn1cc(/C=N\NC(=O)C2COc3ccccc3O2)c2ccccc21` (centres undefined)?
Wnt act: -1

What do the screens show for `COc1cccc(C(C)(O)c2nc(-c3cc(F)cc(F)c3)cs2)c1` (centres undefined)?
Wnt act: 0

How did COc1ccccc1-c1cc(NC=O)c2ncc(-c3cccc(C(F)(F)F)c3)n2c1 do in these assays?
Wnt act: -1

Results for CC1Oc2ccc(C#N)cc2N(Cc2cccc(F)c2)C1=O (centres undefined) ?
Wnt act: -3

Results for OC(c1cccc(CN2CCCCC2)c1)c1ncc(-c2cccc(C(F)(F)F)c2)[nH]1 (centres undefined) ?
Wnt act: 0

How did C[C@H](CO)N1C[C@H](C)[C@H](CN(C)S(=O)(=O)c2ccccc2F)OCc2cnnn2CCCC1=O do in these assays?
Wnt act: -1

How did CSc1nc2ccc(NC(=O)CS(=O)(=O)c3ccccc3)cc2s1 do in these assays?
Wnt act: -4

Results for COc1cc(/C=C/C(=O)OCC(=O)Nc2ccc3[nH]c(=O)[nH]c3c2)ccc1OC(F)F ?
Wnt act: 0

How did COc1ccc(NC(=O)CSc2nnc3n2CCCCC3)cc1OC do in these assays?
Wnt act: 5

How did Cc1cc2nc(C(C)(C)C)c(Cc3cccc(F)c3)n2c(C)c1Br do in these assays?
Wnt act: -2

Results for Nc1nc(-c2ccc(Cl)cc2)cs1 ?
Wnt act: 0

What do the screens show for `CCc1nc2c(OCC(=O)c3ccc(Cl)cc3Cl)cccn2c1N(C)C(=O)c1ccncc1`?
Wnt act: 0

How did COCc1[nH]nc2c1C(c1ccc3c(c1)OCO3)N(Cc1ccccc1)C2=O (centres undefined) do in these assays?
Wnt act: 0

How did Cc1ccc([C@H]2C[C@]34CN(Cc5ccccc5)S(=O)(=O)[C@H]3C[C@H]2O4)cc1 do in these assays?
Wnt act: -4

How did Oc1ccc(Cc2ccccc2)c2cccnc12 do in these assays?
Wnt act: -1

How did O=C(Cc1nnc(NC(=O)Nc2ccccc2F)s1)NCc1ccccc1 do in these assays?
Wnt act: 1

Results for Cc1ccccc1CSc1nnc(CCCCCNC(=O)OC(C)(C)C)o1 ?
Wnt act: 2

Results for CCc1cccc(CC)c1N1C(=O)COCC1=O ?
Wnt act: -3

What do the screens show for `O=C(/C=C/[C@H]1O[C@@H](n2cnc3c(NC(=O)c4ccccc4)ncnc32)[C@H](O)[C@@H]1O)NC1CCCCC1`?
Wnt act: -4

Results for COc1ccc(-c2csc(NNC3=NCCCCC3)n2)cc1 ?
Wnt act: 20

How did Cc1nn(-c2ccccc2)cc1/C=N/NC(N)=S do in these assays?
Wnt act: 9

Taken from the results shown for reference:
How did Oc1ccc(Cc2ccccc2)c2cccnc12 do in these assays?
Wnt act: -1

How did O=C(Cc1nnc(NC(=O)Nc2ccccc2F)s1)NCc1ccccc1 do in these assays?
Wnt act: 1

Results for Cc1ccccc1CSc1nnc(CCCCCNC(=O)OC(C)(C)C)o1 ?
Wnt act: 2

Results for CCc1cccc(CC)c1N1C(=O)COCC1=O ?
Wnt act: -3

What do the screens show for `O=C(/C=C/[C@H]1O[C@@H](n2cnc3c(NC(=O)c4ccccc4)ncnc32)[C@H](O)[C@@H]1O)NC1CCCCC1`?
Wnt act: -4

Results for COc1ccc(-c2csc(NNC3=NCCCCC3)n2)cc1 ?
Wnt act: 20

How did Cc1nn(-c2ccccc2)cc1/C=N/NC(N)=S do in these assays?
Wnt act: 9
